From PubChem
SMN2 splice up: qHTS Assay for Enhancers of SMN2 Splice Variant Expression; HEK293 SMN2-luciferase splicing reporter, luminescence, 30-36 h; actives 2.8% (n = 210,000); Potency, µM (titrated, usually from 46.1 µM), inactives show top-dose activity change, positive = activation, actives largely listed as activators; AID 1458, 2008; further: % of control where 0% means no effect; nearly all actives have a fitted effect of over 55% in size
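HEK293 cells carry an SMN2 […]–luciferase reporter in which exon 7 inclusion puts luciferase in frame. Cells were plated 10-12 h before compound addition, then incubated 30-36 h at 37C. ONE-Glo luminescence was read; sodium butyrate at 4.5 mM final served as control.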
GoLoco inh red: qHTS Assay for Inhibitors of RGS12 GoLoco Motif Activity (Red Fluorophore); Potency, µM (highest dose often 61.6 µM), for inactives: at the top dose activity, negative = inhibition, actives largely listed as inhibitors; actives 0.44% (n = 230,000); Guanine nucleotide-binding protein G(i) subunit alpha-1 (Homo sapiens), P63096; Gai1:RGS12 GoLoco peptide FP, rhodamine, 10 min; active means well fitted inhibition curve with a large enough effect, not every such curve was filed as active; inactive means no such curve, though single readings can be large or run the other way; further: on the % scale 0 is the no-effect control and ±100 the full control effect; nearly all actives have a fitted effect of over 30% in size; many of its hits are not listed in these tables
Target sequence (P63096 whole entry, looked up): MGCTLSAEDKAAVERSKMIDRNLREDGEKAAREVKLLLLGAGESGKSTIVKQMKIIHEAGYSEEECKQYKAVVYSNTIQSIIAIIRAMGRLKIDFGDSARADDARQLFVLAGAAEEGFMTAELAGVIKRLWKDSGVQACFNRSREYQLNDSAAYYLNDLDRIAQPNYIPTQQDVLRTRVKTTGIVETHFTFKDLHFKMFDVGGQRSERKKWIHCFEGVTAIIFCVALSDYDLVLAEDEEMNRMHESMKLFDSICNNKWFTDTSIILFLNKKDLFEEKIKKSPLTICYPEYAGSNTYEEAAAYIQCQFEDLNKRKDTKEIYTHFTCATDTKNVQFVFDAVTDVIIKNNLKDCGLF
TRb SRC2 PPI: qHTS for Inhibitors of the Interaction of Thyroid Hormone Receptor and Steroid Receptor Coregulator 2. Potency, µM (titrated, usually from 106 µM), inactives show at the top dose activity change, negative = inhibition, most hits filed as inhibitors. Thyroid hormone receptor beta (Homo sapiens), P10828. TRbeta-SRC2 peptide binding, fluorescence polarization; receptor liganded with 1 µM T3. actives 0.065% (n = 280,000);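 further: plate controls were bound peptide for no effect and peptide without receptor for full effect; nearly all actives have a fitted effect of over 50% in size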
Target sequence (P10828 whole entry, looked up): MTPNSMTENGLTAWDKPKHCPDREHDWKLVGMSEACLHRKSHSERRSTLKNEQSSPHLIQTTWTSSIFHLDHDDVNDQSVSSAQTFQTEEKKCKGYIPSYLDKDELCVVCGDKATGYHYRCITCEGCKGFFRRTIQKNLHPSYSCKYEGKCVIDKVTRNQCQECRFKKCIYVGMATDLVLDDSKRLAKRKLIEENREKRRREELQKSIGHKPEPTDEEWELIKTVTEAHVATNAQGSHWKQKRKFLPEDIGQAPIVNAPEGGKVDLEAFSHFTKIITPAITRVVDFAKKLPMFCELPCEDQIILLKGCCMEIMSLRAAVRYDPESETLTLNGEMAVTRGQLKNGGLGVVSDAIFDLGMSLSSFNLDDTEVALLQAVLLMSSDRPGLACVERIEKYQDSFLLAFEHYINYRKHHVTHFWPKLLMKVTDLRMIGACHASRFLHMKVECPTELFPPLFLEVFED
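Each compound concentration gave % activity, normalized to unbound and bound Texas Red SRC2 controls, from polarization read after 5 hr ambient incubation with T3-loaded human TRb LBD.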
Lamin A splicing: qHTS Assay for Modulators of Lamin A Splicing; actives 0.01% (n = 200,000); Potency, µM (titrated, usually from 46.1 µM), for the others: top-dose ratio change, negative = inhibition, hits mostly inhibitors; AID 1487, 2009; HeLa LMNA splicing GFP/RFP minigene ratio, 48 h; active means well fitted inhibition curve with a large enough effect in the signal ratio, with a control signal flat, not every such curve was filed as active; inconclusive means small, poorly fitted or top-dose-only effect, or effect the other way, or a change in a side signal; the % refers to the signal ratio; further: on the % scale 0 is the no-effect control and ±100 the full control effect
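Read-out is the ratio of GFP to DsRed2 object intensity, acquired by 488 nm laser-scanning cytometry on HeLa lamin A-EGFP minigene reporter cells. Compound incubation 48 hrs at 37 °C in Opti-MEM with 2% FBS; DMSO 0.5% final.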
TR SRC2 fluor cs: Total Fluorescence Counterscreen for Inhibitors of the Interaction of Thyroid Hormone Receptor and Steroid Receptor Coregulator 2; TRb/SRC2 Texas Red total fluorescence interference; AID 1479, 2009; Potency, µM (highest dose often 106 µM), for the others: at the highest dose fluorescence change, negative = quenching; actives 0.29% (n = 280,000); active means well fitted curve in either direction with a large enough effect; inconclusive means small, poorly fitted or top-dose-only effect; further: on the % scale 0 is the no-effect control and ±100 the full control effect
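Flags fluorescent or light-absorbing compounds by total fluorescence, S + 2P, at 555 nm excitation and 632 nm emission. Mixture: 20 nM Texas Red SRC2 peptide, 0.6 uM human TRb LBD, 1 uM T3, 5% DMSO; compound exposure 5 h at ambient temperature.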
RECQ1 inh: qHTS Assay for Inhibitors of RecQ-Like Dna Helicase 1 (RECQ1); RECQ1 DNA unwinding, red fluorescence kinetic read; actives 0.54% (n = 240,000); Potency, µM (top dose mostly 57.3 µM), for the others: top-dose activity, negative = inhibition, hits mostly inhibitors;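 further: plate controls were vehicle for no effect and no enzyme for full effect; nearly all actives have a fitted effect of over 30% in size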
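50 nM RECQ1T1 preincubated 15 min with compound in Tris pH 8.0 buffer with MgCl2, DTT, Tween-20 and 2.5 ug/ml poly(dI-dC); started with 200 nM TAMRA/BHQ-2 forked duplex and 2 mM ATP. Unwinding read as fluorescence (525/598 nm), two reads 2 h apart.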
ALDH1A1 inh: qHTS Assay for Inhibitors of Aldehyde Dehydrogenase 1 (ALDH1A1); Aldehyde dehydrogenase 1A1 (Homo sapiens), P00352; Purified ALDH1A1, NADH fluorescence, propionaldehyde substrate; Potency, µM (doses to about 75.3 µM), inactives show at the highest dose activity, negative = inhibition, actives largely listed as inhibitors; actives 7.3% (n = 220,000); active means well fitted inhibition curve with a large enough effect, not every such curve was filed as active; inconclusive means small, poorly fitted or top-dose-only effect, or another doubt; inactive means no such curve, though single readings can be large or run the other way;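 further: plate controls were no enzyme wells and a reference inhibitor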
KDM4E inh: qHTS Assay for Inhibitors of Human Jumonji Domain Containing 2E (JMJD2E) | JMJD2E catalytic domain, FDH-coupled NADH fluorescence (FDH is formaldehyde dehydrogenase) | Potency, µM (series often up to 57.1 µM), inactives show at the top dose activity change, negative = inhibition, actives largely listed as inhibitors | actives 1.6% (n = 230,000) | AID 2147, 2009; active means well fitted inhibition curve with a large enough effect, not every such curve was filed as active; inconclusive means small, poorly fitted or top-dose-only effect, or another doubt; inactive means no such curve, though single readings can be large or run the other way;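 further: 0% = wells with enzyme and -100% = buffer wells without enzyme; nearly all actives have a fitted effect of over 50% in size; many of its hits are not listed in these tables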
The depositor's hits bear a star; i = inactive; ? = inconclusive; . = no result given; & = joins results of further samples; [ ] = remark or other dose. Unless noted, the call rests on the fitted dose curve; in most records, active means well fitted curve in the direction sought with a large enough effect; inconclusive means small, poorly fitted or top-dose-only effect, or another doubt; inactive means no such curve, though single readings can be large; an effect the other way counts as inactive or inconclusive. Potency means the concentration at half of the fitted maximal effect. These rows are one share of the data (hit frequency here may not be typical).

mol | SMN2 splice up | GoLoco inh red | TRb SRC2 PPI | Lamin A splicing | TR SRC2 fluor cs | RECQ1 inh | ALDH1A1 inh | KDM4E inh
COc1ccc(NC(=S)NCc2ccccn2)cc1OC | 0% | 8% | -6% | . | -6% | i | ? | 0%
CC(=O)N1C(C(=O)O)CSC1c1ccc(C)cc1 (stereo not given) | 0% | 11% | -12% | 4% | 3% | -17% | 14% | -1%
C#CC[N+](CC)(CC)CC#Cc1cccc(Cl)c1 | -9% | 10% | -1% | 2% | -1% | 7% | 9% | -6%
Cc1cc(C(c2ccc(C)o2)c2ccc(C)o2)c(O)c([N+](=O)[O-])c1 | 1% | -10% | -1% | -9% | -5% | -14% | ? | -21%
O=C(Nc1nnc(-c2ccccc2Cl)o1)c1cc2cc([N+](=O)[O-])ccc2s1 | -2% | -9% | -1% | ? | -2% | -4% | -3% | 9%
CCOC(=O)N1CCC(NC(=O)C2CCN(C(=O)N3CC(C)Oc4ccccc43)CC2)CC1 (stereo not given) | -10% | 12% | -4% | -5% | -4% | -1% | ? | 4%
COc1ccccc1N=C(C)C1=C(O)CSC1=O | -12% | -1% | -8% | ? | 3% | i | ? | -16%
COc1ccccc1NC(=O)C(=O)NNS(=O)(=O)c1ccc2ccccc2c1 | . | 3% | 0% | . | -2% | 0% | . | 0%
Cc1cccc2c1CC(C)(C)NC2=C(C#N)C#N | 7% | -1% | -8% | -6% | 0% | -1% | ? | -1%
COC(=O)c1c(C)[nH]c(C(=O)OCc2ccc(F)cc2)c1C | . | . | 14% | -13% | 2% | -3% | -2% | 1%
COc1cccc(NC(=O)C(c2ccccc2)N2CCCC2)c1 (stereo not given) | 13% | 8% | -7% | . | -2% | i | 8% | -1%
O=C(NCCc1ccccc1)C(=O)Nc1ccc2c(c1)OCCO2 | 20% | 5% | -3% | ? | -3% | -10% | 8% | -10%
O=C(NCCCN1CCCC1=O)c1cccc(N2CCCC2=O)c1 | -6% | 9% | 0% | -3% | -2% | -6% | 7% | -4%
COCCN1C(=O)C(=O)/C(=C(/O)c2ccc(C)cc2)C1c1ccccn1 (stereo not given) | . | 5% | -10% | ? | -4% | -6% | -4% | ?
N#C/C(C(=O)N1CCOCC1)=C1/SC(Cc2ccccc2Cl)C(=O)N1c1ccccc1 (stereo not given) | 13% | -1% | 1% | -8% | -2% | 5% | -5% | -11%
Cc1[nH]c2ccc(F)cc2c1CCN(Cc1cccnc1)C(=S)Nc1ccccc1 | -11% | 8% | 0% | 6%[9.22 µM] | -1% | -3% | -11% | 2%
COc1ccc(N(CC(O)Cn2nnc3ccccc32)S(=O)(=O)c2ccc(C)cc2)cc1 (stereo not given) | 7% | 1% | 4% | 5% | -6% | i | ? | 6%
COc1cccc(CC(NC(C)=O)C(=O)NC2CCN(c3nnnn3-c3ccccc3)CC2)c1 (stereo not given) | -7% | -4% | -3% | 4% | 2% | -2% | 14µM* | 16%
O=C(c1cc2ccccc2s1)N1CCOCC1 | . | -2% | -12% | . | -7% | -12% | . | -1%
N/C(=N\OC(=O)c1csnn1)c1ccc(C(F)(F)F)cc1 | . | 0% | 3% | . | -5% | -4% | . | -23%

Retrieved by structure from the entries so far:
mol | SMN2 splice up | GoLoco inh red | TRb SRC2 PPI | Lamin A splicing | TR SRC2 fluor cs | RECQ1 inh | ALDH1A1 inh | KDM4E inh
COc1ccccc1N=C(C)C1=C(O)CSC1=O | -12% | -1% | -8% | ? | 3% | i | ? | -16%
Cc1cc(C(c2ccc(C)o2)c2ccc(C)o2)c(O)c([N+](=O)[O-])c1 | 1% | -10% | -1% | -9% | -5% | -14% | ? | -21%

Next results.
mol | SMN2 splice up | GoLoco inh red | TRb SRC2 PPI | Lamin A splicing | TR SRC2 fluor cs | RECQ1 inh | ALDH1A1 inh | KDM4E inh
Cn1cccc1C(=O)N1CCC2(CC1)CCN(c1cccc(-c3ccccc3)c1)CC2 | -53%[inhibitor] | 6% | . | . | . | -7% | ? | .
COc1cccc(-c2nnc3sc(-c4ccco4)nn23)c1 | 20% | 27% | -16% | 1% | 0% | -5% | 28µM* | ?
CCCc1cc(=O)[nH]c(SCC(=O)NC(=O)c2ccccc2)n1 | . | . | 3% | -4% | -2% | -6% | -6% | 5%
CN1CCc2c(sc(/N=C/c3c[nH]c4ccccc34)c2C#N)C1 | . | 150%[activator] | 9% | . | 5% | ? | . | ?
CCCCCC[n+]1c(-c2ccc(Cl)cc2Cl)csc1Nc1ccccc1 | -16% | 4% | -4% | -19% | -2% | -6% | 6% | 1%
Cc1cc2nsnc2c(S(=O)(=O)NCC(=O)O)c1C | -6% | 3% | -3% | 3% | -2% | -6% | 2% | -3%
CCO[C@H]1OC(C(=O)Nc2ccccc2)=C[C@@H](C2CC2)[C@@H]1CCCO | . | -2% | -1% | . | 1% | -10% | ? | 4%
CC1CCc2c(sc3ncnc(NCc4cccnc4)c23)C1 (stereo not given) | 29% | 5% | -3% | ? | 0% | -8% | 0% | 2%
C/C(=N\NC(=O)NC1CCCCC1)c1ccc(OC(F)F)cc1OC(F)F | -39%[inhibitor] | 1% | -3% | . | -3% | i | -6% | -3%
C=CCn1c(SCc2ccc(C(=O)Nc3nccs3)cc2)nnc1-c1ccc(C)c(Cl)c1 | -97%[inhibitor] | -1% | -4% | ? | 0% | -15% | ? | ?
CCOc1ccccc1-n1nnnc1SCC(=O)Nc1cc(C)on1 | -8% | 11% | 4% | 9% | 0% | 0% | 8.9µM* | 0%
CCOc1ccc(OCC)c(NC(=O)C2CCCN2S(=O)(=O)c2cccc3cccnc23)c1 (stereo not given) | -21% | 9% | 12% | -17% | 0% | -14% | 6% | -7%
CCN(CC)c1ccc(/C=N/NC(=O)c2ccc(Br)o2)cc1 | 11µM* | -15% | 5% | -9% | -8% | -5% | ? | -5%
CC(=O)CCc1oc2ccc(C)cc2c1-c1ccc(C)o1 | -10% | -13% | -3% | ? | -2% | i | ? | -8%
CC(C)(C)C1=C(C#N)C(c2ccc3c(c2)OCO3)C(C#N)=C(N)O1 (stereo not given) | -15% | 4% | -12% | 1% | 3% | -14% | ? | ?
CCn1c2ccccc2c2nnc(SCc3ccc(C(=O)OC)o3)nc21 | -7% | 100%[activator] | 15% | -10% | -4% | -1% | ? | 35%[activator]
Cn1cnnc1SCc1ccc(C(=O)N=Nc2c(O)n(C)c3ccccc23)cc1 | 4% | 16% | -1% | -13% | -8% | -6% | 2% | -8%
CCOC(=O)C1(Cc2cccc(OC)c2)CCN(CC=C(C)C)CC1 | . | 13% | -1% | 11%[46 µM] | -4% | -6% | 4% | 2%
O=C(/C=C/c1ccccc1)Nc1cccc(C(=O)O)c1 | . | 13% | 7% | ? | 0% | i | 2% | -9%
CN=C1SC(CC(=O)Nc2ccc(N3CCOCC3)cc2)C(=O)N1C (stereo not given) | 12% | -24% | -2% | 4% | 1% | -17% | ? | ?
O=C(CCC(=O)c1cccs1)Nc1ccc(F)c(F)c1F | -6% | 19% | -15% | 0% | 3% | -8% | ? | ?
CCN(CC(=O)Nc1ccc(NC(C)=O)cc1)C(=O)C(c1ccccc1)c1ccccc1 | ? | 6% | 11% | 4% | 0% | -6% | -1% | 4%
CCOc1ccc(N(CC)C(=O)c2nn(-c3ccc(OC)cc3)c(=O)c3c2c2ccccc2n3C)cc1 | -19%&3% | -12% | 1%&7% | 4%[46 µM] | 0%&0% | -10% | ? | -14%
O=C(CCc1nnc(C2(c3ccc(Cl)cc3)CCC2)o1)NC1CC1 | . | 7% | 4% | ? | -3% | -4% | -4% | -2%
COc1cc(NC(=O)c2ccc(COCC(F)(F)F)o2)cc(OC)c1OC | 17% | -1% | -7% | -15% | 1% | -7% | 2% | 2%
CC(NC(=O)c1cn(C)c2ccc(S(=O)(=O)N3CCCC3)cc2c1=O)c1ccc2c(c1)OCCO2 (stereo not given) | -15% | -4% | -4% | 15% | -3% | -7% | -4% | 5%
Cc1cc(=O)oc2cc(OCC(=O)OCC(=O)Nc3c(C)n(C)n(-c4ccccc4)c3=O)ccc12 | 14% | 0% | 8% | . | 0% | -7% | ? | ?
CCNc1nc(SC(C)C(=O)Nc2ccccc2)nc(N(C)C)n1 (stereo not given) | 7% | 1% | 7% | 13%[46 µM] | -3% | -4% | 3% | -14%
O=C(NC1(C(F)(F)F)NC(=O)N(Cc2cccnc2)C1=O)c1cccs1 (stereo not given) | 3% | 4% | -7% | -6% | 2% | ? | 10% | -2%
O=C(NC(=S)N1CCCCC1CO)C12CC3CC(CC(C3)C1)C2 (stereo not given) | . | 3% | 3% | . | -8% | i | . | -7%
CC(=O)Nc1ccc(OCC(O)CN2CCN(Cc3ccccc3)CC2)cc1 (stereo not given) | -5% | 10% | -13% | -14% | 1% | -14% | 11% | 0%
CC(=O)c1cccc(NC(=O)NCCS(C)=O)c1 (stereo not given) | 6% | 2% | 5% | -5% | -5% | i | 0% | -8%
CNC(=S)Nc1sc2c(c1C(=O)OC)CCC2 | -9% | -2% | 0% | . | -5% | -2% | ? | ?
CCN(C(=O)COC(=O)c1ccc(N2C(=O)c3ccccc3C2=O)cc1)C1CCS(=O)(=O)C1 (stereo not given) | 2% | 1% | 5% | . | -1% | i | 2% | 11%
Cc1ccc(C(=O)Nc2ccc3c(c2)ncn3C)cc1 | 2.5µM* | 5% | 1% | -3% | -5% | i | 1% | 8%
Cc1cc(-c2ccccc2)c(C#N)c(=S)[nH]1 | -25% | 64%[activator] | 5% | -13% | -2% | -11% | 7.9µM* | -3%
C=CCOc1ccc(C=Nc2ccc(OC)cc2)c(O)c1 | . | 6% | -2% | . | -2% | -5% | ? | 0%
